Source: PubChem (NCI)
cln2 rad14 – NCI yeast anticancer drug screen, S. cerevisiae cln2 rad14 strain. % growth inhibition at 50 µM. actives 8.3% (n = 78,000). AID 165;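 also: 0% = growth of vehicle-only cultures of the same strain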
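Growth inhibition, relative to vehicle-treated controls, is the read-out. The test organism is a yeast strain with defined genetic alterations, cln2 rad14.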
yeast rad50 – NCI yeast anticancer drug screen, S. cerevisiae rad50 strain. actives 10% (n = 79,000). growth inhibition, % at 50 µM;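 also: 0% = growth of vehicle-only cultures of the same strain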
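Cells are treated with compound, grown, and their growth is then scored against vehicle-only cultures of the same repair-deficient yeast strain.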
bub3 – NCI yeast anticancer drug screen, S. cerevisiae bub3 mutant strain | % growth inhibition at 50 µM | actives 9.9% (n = 78,000);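 also: 0% = growth of vehicle-only cultures of the same strain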
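Screening used yeast with an engineered genetic alteration affecting cell cycle control. Compound-exposed cultures were compared with vehicle cultures, and reduced growth was taken as inhibition.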
yeast mec2-1 – NCI yeast anticancer drug screen, S. cerevisiae mec2-1 strain. % growth inhibition at 50 µM. AID 157. actives 9% (n = 79,000);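 also: 0% = growth of vehicle-only cultures of the same strain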
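Strain: mec2-1 (DNA repair/cell cycle alteration). Compound exposure, then growth measured; inhibition expressed relative to vehicle.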
sgs1 mgt1 – NCI yeast anticancer drug screen, S. cerevisiae sgs1 mgt1 strain; growth inhibition, % at 50 µM; actives 10% (n = 78,000);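 also: 0% = growth of vehicle-only cultures of the same strain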
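Mutant yeast exposed to compound; growth scored against vehicle-only wells.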
mlh1 rad18 – NCI yeast anticancer drug screen, S. cerevisiae mlh1 rad18 strain; growth inhibition, % at 50 µM; actives 11% (n = 79,000);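 also: 0% = growth of vehicle-only cultures of the same strain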
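In this whole-cell yeast screen, a strain with altered DNA damage repair is challenged with compound, and its growth is measured against matched vehicle-treated controls.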
* marks the source's active call; other numbers are inactive results; / = no result given; & = joins results of further samples. Rule as the data show it: active = growth inhibition above about 70%; inactive = the rest. Compounds were not picked by outcome; about 14% have a hit in one of these screens.

SMILES | cln2 rad14 | yeast rad50 | bub3 | yeast mec2-1 | sgs1 mgt1 | mlh1 rad18
CC/C(C)=N\NC(=O)CC(=O)N/N=C(/C)CC | -62 | -8 | -4 | 1 | -7 | -17
Fc1ccc(-c2ncc(-c3ccccc3)o2)cc1 | 0 | 1 | -15 | -23 | 5 | -13
CC(=O)Nc1ccccc1C(O)(c1ccccc1)c1ccccc1 | 9 | 14 | 15 | 35 | 16 | -31
O=C(O)c1cc2oc3ccccc3c2cc1O | 4 | 2 | 2 | -8 | 19 | 23
COc1ccccc1C1(CBr)OCCO1 | -5 | -6 | -4 | -8 | 7 | 9
Cc1nc(N)nc(C)c1N=Nc1ccc(Cl)cc1Cl | -7 | -1 | -5 | 7 | 0 | 10
O=C(OCC1OC(c2nn[nH]n2)C(OC(=O)c2ccccc2)C1OC(=O)c1ccccc1)c1ccccc1 (stereo not drawn) | 46 | 19 | 66 | 30 | 44 | -34
COc1cc(C(=O)C/C(CCCC(=O)Nc2ccccc2[N+](=O)[O-])=N/NC(=O)c2cc3ccccc3cc2O)ccc1O | 23 | 13 | 1 | 28 | -10 | 8
Cc1ccc(NC(=O)CC(=O)N2N=C(N(CCC#N)c3cccc(C)c3)CC2c2ccccc2)cc1 (stereo not drawn) | 16 | 2 | -2 | -5 | 12 | -3
O=C(Oc1cccc(F)c1)c1ccccc1 | 44 | -1 | 8 | 7 | -3 | 1
CCCCOP(=O)(OCCCC)/C(C#N)=C/c1ccc(C)o1 | -35 | -21 | -5 | -41 | -5 | 10
CN=C1CC(=O)CC(C)(C)C1 | 3 | -32 | -13 | -25 | -6 | -2
CCc1cc(-c2ccc(OC)cc2)c(C#N)c(=S)n1C1OC(COC(C)=O)C(OC(C)=O)C(OC(C)=O)C1OC(C)=O (stereo not drawn) | -29&-21 | 6&40 | 2&-1 | -5&1 | -19&-10 | 7&11
COc1ccc(C2c3cc(OC)c(OC)cc3CC3COCC32)cc1OC (stereo not drawn) | -22&10 | 11&1 | 14&18 | 8&-5 | 1&7 | 12&19
CCCn1c(=O)c2ccccc2[n+]2c(-c3ccc([N+](=O)[O-])cc3)csc12 | 67 | 93* | 94* | 92* | 92* | 92*
CN(C)NC(=O)/C=C\C(=O)O | -7 | -13 | -7 | -17 | -10 | -3
CC(C)OC(=O)C(O)c1ccccc1 (stereo not drawn) | -50 | 18 | -9 | -17 | -25 | 8
O=[N+]([O-])c1ccc(-c2nnc3ncccn23)cc1 | -30 | -7 | -9 | -8 | -11 | -14
CC(=O)OC12C3C4C1C1C2C3C41OC(C)=O (stereo not drawn) | 1 | -5 | -16 | 12 | -24 | -8
O=[N+]([O-])c1ccc(Cl)cc1C=NC12CC3CC(CC(C3)C1)C2 | 9 | 81* | 4 | 69 | 22 | 55
CSC(=S)n1nc(-c2ccccc2)c(N=Nc2ccccc2[N+](=O)[O-])c1C | 92* | 97* | 94* | 96* | 97* | 98*
Nc1ccc(N2CCCCC2)cc1 | 0 | -3 | -3 | 1 | -26 | -13
COC(=O)CN | -17 | -25 | -43 | -16 | -34 | -21
CN/N=C(\C)C(CN1CCCCC1)C(C1=C(O)c2ccccc2OC1)c1ccccc1 (stereo not drawn) | 67 | 70 | 68 | 58 | 79* | 72*
O=C(O)c1cccc(OCCO)c1 | -26 | -10 | -18 | -11 | -36 | -30
Continued:
SMILES | cln2 rad14 | yeast rad50 | bub3 | yeast mec2-1 | sgs1 mgt1 | mlh1 rad18
O=C(NC(NC(=O)c1ccccc1)c1ccccc1)c1ccccc1 | -55 | 2 | 9 | -9 | 1 | -1
CNC(=O)c1cccc2c(Nc3ccc(NS(C)(=O)=O)cc3OC)c3cccc(C)c3nc12 | 0 | 76* | -37 | -1 | -4 | -24
NNC(=O)C12CC3CC(CC(C3)C1)C2 | -4 | -1 | 2 | 1 | -8 | -4
COc1ccc2c(c1)CCc1cnn(C3OC(COC(C)=O)C(OC(C)=O)C(OC(C)=O)C3OC(C)=O)c1-2 (stereo not drawn) | -29 | 58 | 30 | 48 | 49 | 39
O=C1COC(c2ccccc2O)=NN1CCCN1CCCC1 | -3 | 13 | 14 | -24 | 21 | 25
COC(=O)C1CN(Cc2ccccc2)C(=O)C1=O (stereo not drawn) | -5 | -11 | 4 | -9 | 3 | 15
Cn1c(O)c(N=NC(=O)Cc2c[nH]c3ccccc23)c2ccccc21 | -7 | -7 | -2 | -4 | 5 | -19
O=C1c2ccccc2C(=O)N1CNc1ccc(Br)c(Cl)c1 | -24 | -40 | -26 | -28 | -22 | -29
COc1ccc(C(=O)CSc2cc[o+]cc2)cc1 | 24 | -29 | -10 | 6 | -16 | -54
COC(O)C(=O)c1ccc2c(c1)CC1(C2)Cc2cc3c(cc2C1=O)CCC3 (stereo not drawn) | 57 | 20 | 32 | 24 | 52 | 46
COc1ccc(C2C(Cl)C(=O)N2NC(=O)Cc2ccccc2)cc1 (stereo not drawn) | 9 | -11 | -11 | -12 | -7 | 13
O=C(O)CCCCCCC[C@@H](O)[C@@H](O)CCCCCCO | 10 | 25 | 22 | 2 | 18 | 15
O=[N+]([O-])c1ccc(F)c(Cl)c1F | -21 | 16 | -13 | -7 | -2 | -3
NC(=O)NCCSC1CCCCC1O (stereo not drawn) | 3 | -23 | -64 | -35 | -28 | 6
Nc1n[n+](CC(=O)c2ccccc2)c2sc(-c3ccccc3)nn12 | -10 | -5 | -17 | -14 | -22 | 4
CN(C)S(=O)(=O)Cc1ccccc1 | -73 | 8 | 7 | -7 | -7 | -7
Cc1cccc2c1/C(=C1/c3ccccc3C(=O)c3cccc(C)c31)c1ccccc1C2=O | 14 | -5 | -1 | -24 | -3 | -6
CC(C)OC(=S)Nc1ccc(Cl)c(COC(C)(C)C)c1 | 8 | -6 | -10 | -16 | -5 | -7
Cc1ccsc1C(=S)Nc1ccc(Cl)c(/C=N/OC(C)(C)C)c1 | 48 | 32 | 7 | 8 | 18 | -13
CCC(=O)[C@H]1CC[C@H]2[C@@H]3CCC4=CC(=O)CC[C@]4(C)[C@H]3CC[C@]12C | 6 | -8 | 38 | 27 | 32 | 2
Cc1ccc(/C=C2/N=C(N/N=C\C(O)C(O)C(O)CO)NC2=O)cc1 (stereo not drawn) | 18&12 | 38&12 | 26&15 | 19&21 | 23&4 | 3&-23
CC1CCCC1/C(=N/S(=O)(=O)c1cccc2cccnc12)N1CCCCC1 (stereo not drawn) | -5 | 7 | 18 | 12 | -8 | 3
CCCCCCCC(=O)Oc1cccc(C)c1 | -10 | -1 | -7 | -3 | -9 | 2
CCCCCCCCC1CO1 (stereo not drawn) | -20 | 1 | -4 | 4 | -11 | -7
Cc1ncc2c[n+]([O-])ccn12 | -1 | 6 | 17 | 11 | -4 | 8
(more compounds)
SMILES | cln2 rad14 | yeast rad50 | bub3 | yeast mec2-1 | sgs1 mgt1 | mlh1 rad18
CCO[C@H]1OC(=O)[C@@H]2C(c3ccc(F)cc3)=NO[C@H]12 | 3 | -27 | 9 | -44 | 0 | -9
COc1ccc(N=Nc2nc(N)c(C(N)=O)[nH]2)cc1 | -28 | -9 | 6 | -8 | -5 | -17
O=C(NNC(=S)NCc1ccccc1)C12CC3CC(CC(C3)C1)C2 | 3 | -36 | 16 | -10 | -4 | -6
C1CCC(OCC2(COC3CCCCO3)CCCCO2)OC1 (stereo not drawn) | 14 | -10 | 2 | -13 | 4 | -13
C=C1C(=O)OC2C1C(=O)C/C(C)=C/CCC1(C)OC21 (stereo not drawn) | 34 | 36 | 66 | 52 | 63 | 10
O=c1[nH]cnc2c(C3OC(CO)C(O)C3O)c[nH]c12 (stereo not drawn) | 12 | -9 | -38 | -6 | -33 | -32
CCN(C)c1ccccc1 | -32 | -6 | -7 | -28 | -3 | 11
Cc1ccccc1/C=C/C(=O)c1ccccc1 | 2 | 45 | 11 | 25 | 41 | 20
Cc1ccc2nc3c(nc2c1)-c1cccc2cccc-3c12 | / | -19 | / | -43 | / | -12
O=C1C(OCc2ccccc2)=C(OCc2ccccc2)C(=O)c2ccccc21 | 10 | 14 | -30 | 3 | 32 | 36
CCCCC/C(C)=C\CBr | -23 | -8 | -11 | -3 | -7 | -3
CC/C=C\C/C=C\C/C=C\CCCCCCCC(=O)OC(COC(=O)CCCCCCCCCCCCCCCCC)COC1OC(CO)C(O)C(O)C1O (stereo not drawn) | -3 | 38 | 32 | 9 | 32 | 33
OC1(c2nccc3ccccc23)CCN(CCc2ccccc2)CC1 | 41 | 46 | 18 | 33 | 56 | 35
CCOC(=O)/C=C(/C)Sc1cc(O)c2ccccc2c1O | 16 | 25 | 64 | 43 | 61 | 62
O=S=Nc1cc(Cl)c(Cl)cc1Cl | -30 | -11 | 7 | -13 | -22 | -2
CCOC(=O)C(C)(c1c(C)[nH]c2ccccc12)c1c(C)[nH]c2ccccc12 | 93* | 95* | 95* | 96* | 96* | 95*
CCOC(=O)C1Cc2c([nH]c(=O)[nH]c2=O)OC1c1cccc(Cl)c1 (stereo not drawn) | -8 | -2 | 2 | -10 | -15 | 8
C[Si](C)(CO)CCCO | 9 | 8 | 0 | 11 | 3 | 10
CC(C)(C)C1C=C(Sc2ccccc2)C(=O)O1 (stereo not drawn) | 2 | 29 | 61 | 7 | 6 | 30
Cn1c(=O)c2sc3c4sc5c(=O)n(C)c6ccccc6c5c4sc3c2c2ccccc21 | 5 | -7 | -3 | -29 | -21 | 0
CC1=NS(=O)(=O)c2c(ncn2C)N1 | -15 | -3 | -7 | 2 | -7 | 14
Cc1ccnc(C2=C(O)c3ccccc3C2=O)c1 | 1 | 20 | -3 | 0 | -10 | 13
c1ccc2[nH]c(CN3CCCCC3)cc2c1 | -19 | 7 | -13 | -10 | -9 | 12
Cc1ccc(S(=O)(=O)Oc2ccccc2)cc1 | -2&-1 | -6&-9 | 5&-6 | -12&-13 | 12&-6 | 15&-9

Grouped by structure, the compounds so far containing bromine.
SMILES | cln2 rad14 | yeast rad50 | bub3 | yeast mec2-1 | sgs1 mgt1 | mlh1 rad18
COc1ccccc1C1(CBr)OCCO1 | -5 | -6 | -4 | -8 | 7 | 9
O=C1c2ccccc2C(=O)N1CNc1ccc(Br)c(Cl)c1 | -24 | -40 | -26 | -28 | -22 | -29
CCCCC/C(C)=C\CBr | -23 | -8 | -11 | -3 | -7 | -3

5 entries drawn at random from the list so far:
SMILES | cln2 rad14 | yeast rad50 | bub3 | yeast mec2-1 | sgs1 mgt1 | mlh1 rad18
O=c1[nH]cnc2c(C3OC(CO)C(O)C3O)c[nH]c12 (stereo not drawn) | 12 | -9 | -38 | -6 | -33 | -32
COc1ccc(N=Nc2nc(N)c(C(N)=O)[nH]2)cc1 | -28 | -9 | 6 | -8 | -5 | -17
CCOC(=O)/C=C(/C)Sc1cc(O)c2ccccc2c1O | 16 | 25 | 64 | 43 | 61 | 62
O=C1C(OCc2ccccc2)=C(OCc2ccccc2)C(=O)c2ccccc21 | 10 | 14 | -30 | 3 | 32 | 36
OC1(c2nccc3ccccc23)CCN(CCc2ccccc2)CC1 | 41 | 46 | 18 | 33 | 56 | 35

Ordered by count of non-hydrogen atoms (low to high): some entries from above
SMILES | cln2 rad14 | yeast rad50 | bub3 | yeast mec2-1 | sgs1 mgt1 | mlh1 rad18
CC(C)(C)C1C=C(Sc2ccccc2)C(=O)O1 (stereo not drawn) | 2 | 29 | 61 | 7 | 6 | 30
COc1ccc(N=Nc2nc(N)c(C(N)=O)[nH]2)cc1 | -28 | -9 | 6 | -8 | -5 | -17
OC1(c2nccc3ccccc23)CCN(CCc2ccccc2)CC1 | 41 | 46 | 18 | 33 | 56 | 35

Only sgs1 mgt1, bub3 and mlh1 rad18 (6 entries from above):
SMILES	sgs1 mgt1	bub3	mlh1 rad18
COC(=O)CN	-34	-43	-21
CN/N=C(\C)C(CN1CCCCC1)C(C1=C(O)c2ccccc2OC1)c1ccccc1 (stereo not drawn)	79*	68	72*
O=C(O)c1cccc(OCCO)c1	-36	-18	-30
O=C(NC(NC(=O)c1ccccc1)c1ccccc1)c1ccccc1	1	9	-1
CNC(=O)c1cccc2c(Nc3ccc(NS(C)(=O)=O)cc3OC)c3cccc(C)c3nc12	-4	-37	-24
NNC(=O)C12CC3CC(CC(C3)C1)C2	-8	2	-4
